High-throughput results (PubChem)
PLK1 PBD inh = inhibitors of human PLK1 polo-box domain binding; actives 2.8% (n = 360,000); Potency, µM, inactives show max response, negative = inhibition, actives largely listed as inhibitors; Plk1 PBD binding of FITC phosphopeptide, fluorescence polarization; P53350; note: potency is the fitted concentration of half-maximal effect; series mostly up to about 57 µM; % is set by controls: 0 for no effect and ±100 for the full control effect; nearly all actives have a fitted effect of over 65% in size
PI5P4Ka inh = blocks human PI5P4K alpha kinase activity; P48426; PI5P4Kalpha enzyme, ADP-Glo luminescence, 60 min; stronger effect = lower value; max response, %; actives 1.2% (n = 330,000); active = max response of -50% or lower; inconclusive = between -30% and -50%; inactive = -30% or higher; note: value at the top dose of about 77 µM; % is set by controls: 0 for no effect and ±100 for the full control effect
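Compounds were pin-transferred onto PI5P4Kalpha and substrate in HEPES pH 7.4 buffer with EGTA, CHAPS and 5% DMSO. ATP (5 microM final) started the reaction, which ran 60 minutes at room temperature before ADP-Glo detection.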
EPAC1 ag = activates human EPAC1 exchange factor; O95398; EPAC1 agonist qHTS, biochemical assay; response scale: 100% = response to 6.5 mM cAMP; Potency, µM (top dose mostly 154 µM), inactives show at the highest dose activation, actives largely listed as activators; actives 0.073% (n = 360,000); AID 720707; note: potency is the fitted concentration of half-maximal effect; nearly all actives have a fitted effect of over 60% in size
Target sequence (O95398 whole entry, looked up): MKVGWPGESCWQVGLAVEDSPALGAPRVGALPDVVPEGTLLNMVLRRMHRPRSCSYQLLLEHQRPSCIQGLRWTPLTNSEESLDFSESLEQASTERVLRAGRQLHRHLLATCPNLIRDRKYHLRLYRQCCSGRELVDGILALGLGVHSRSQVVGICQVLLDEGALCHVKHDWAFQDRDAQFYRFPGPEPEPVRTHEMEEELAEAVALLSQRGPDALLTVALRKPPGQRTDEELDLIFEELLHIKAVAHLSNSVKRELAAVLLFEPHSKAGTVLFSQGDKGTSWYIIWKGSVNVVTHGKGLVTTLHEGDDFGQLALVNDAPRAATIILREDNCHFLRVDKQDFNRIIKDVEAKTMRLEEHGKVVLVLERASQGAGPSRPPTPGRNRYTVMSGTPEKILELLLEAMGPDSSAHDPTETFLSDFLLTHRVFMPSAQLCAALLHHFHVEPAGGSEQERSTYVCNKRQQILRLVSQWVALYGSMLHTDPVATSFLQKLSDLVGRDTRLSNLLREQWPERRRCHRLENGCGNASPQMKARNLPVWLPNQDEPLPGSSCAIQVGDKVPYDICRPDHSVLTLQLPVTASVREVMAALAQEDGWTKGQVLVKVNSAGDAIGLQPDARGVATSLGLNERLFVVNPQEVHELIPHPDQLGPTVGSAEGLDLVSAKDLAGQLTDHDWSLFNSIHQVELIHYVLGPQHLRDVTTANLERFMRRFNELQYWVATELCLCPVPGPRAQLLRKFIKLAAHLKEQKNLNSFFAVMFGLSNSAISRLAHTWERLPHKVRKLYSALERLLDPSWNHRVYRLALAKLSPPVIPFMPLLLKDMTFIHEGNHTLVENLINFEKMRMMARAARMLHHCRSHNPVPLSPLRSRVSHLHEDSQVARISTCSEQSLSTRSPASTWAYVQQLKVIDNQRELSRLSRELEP
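Normalized to 6.5 mM cAMP, activity reflects EPAC1-catalysed release of BODIPY-GDP from Rap1B, followed kinetically over 30 min at 480 nm excitation, 540 nm emission. Reaction contained 100 nM EPAC1, 250 nM Rap1B-BODIPY-GDP, 50 uM GDP.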
EPAC2 agonist = activates human EPAC2 exchange factor; EPAC2 activation, biochemical qHTS; response scale: 100% = 6.5 mM cAMP response; Potency, µM (highest dose often 154 µM), for the others: at the highest dose activation, actives largely listed as activators; actives 0.079% (n = 360,000); AID 720711; note: potency is the fitted concentration of half-maximal effect; nearly all actives have a fitted effect of over 50% in size
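qHTS, titration series. 100 nM EPAC2 / 250 nM Rap1B-BODIPY-GDP / 50 uM GDP; RT; ex 480/em 540 nm, 5-min reads to 30 min. Norm. to 6.5 mM cAMP = activation.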
EPAC1 antag = blocks human EPAC1 exchange factor | EPAC1 GEF assay, Rap1b-BODIPY-GDP exchange fluorescence | actives 0.14% (n = 360,000) | O95398 | Potency, µM (top dose mostly 115 µM), without a hit: at the highest dose activity change, negative = inhibition, most hits filed as inhibitors;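 note: potency is the fitted concentration of half-maximal effect; plate controls were vehicle for no effect and positive control for full effect; nearly all actives have a fitted effect of over 50% in size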
IL-2 act = activates IL-2 in a cell-based reporter assay | IL-2 activation reporter assay, cell-based qHTS; stimulated with anti-CD3/CD4/CD28 beads; in transgenic mouse T cells | activation, % (series mostly up to about 46 µM) | actives 0.065% (n = 360,000); in the data active = activation above about 50%; inconclusive = mostly about 30% to 49%; note: 0% is about no effect
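Unstimulated transgenic mouse T cells; 60-min compound exposure; bead-based TCR/CD4/CD28 stimulation; 18 h culture, 37 degrees C; dual fluorescence (EGFP, DsRed) plate cytometry.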
CCT chaperon mod = cytosolic chaperonin activity modulation. purified chaperonin ATPase assay, HTRF ADP detection, 30 min. activity change, % (test concentration not listed), hits read low. actives 0.3% (n = 360,000). AID 651819; in the data active = activity change below about -30%; note: % is set by controls: 0 for no effect and ±100 for the full control effect
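TRiC (40 or 20 nM final, by batch activity) in 30 mM Tris pH 7.4, 100 mM KCl, 5 mM MgCl2, 1 mM DTT was treated with compound at 76 uM single dose, then 10 uM ATP, 30 min at 37 °C. ADP was read by HTRF Transcreener.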
WRN helicase inh = WRN helicase (human) inhibition; Q14191; WRN helicase unwinding, fluorescent forked duplex, kinetic; Potency, µM (top dose mostly 114 µM), inactives show at the highest dose activity change, negative = inhibition, usual class: inhibitors; actives 0.46% (n = 360,000); note: potency is the fitted concentration of half-maximal effect; % is set by controls: 0 for no effect and ±100 for the full control effect; nearly all actives have a fitted effect of over 55% in size
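WRN at 20 nM final preincubated with compound 15 min at room temperature; reaction started with 100 nM fluorophore/quencher forked duplex oligonucleotide and 2 mM ATP final. Unwinding followed kinetically by red fluorescence (ex 525, em 598 nm).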
* = called active by the depositor; ? = inconclusive; · = no result given; [ ] = another dose, or the depositor's remark. Unless noted, calls come from the whole dose curve; as a rule, active = well fitted curve in the direction sought with a large enough effect; inconclusive = small, poorly fitted or top-dose-only effect, or another doubt; inactive = no such curve, though single readings can be large; an effect the other way counts as inactive or inconclusive. An excerpt. The share of hits here may be higher or lower than overall.

SMILES	PLK1 PBD inh	PI5P4Ka inh	EPAC1 ag	EPAC2 agonist	EPAC1 antag	IL-2 act	CCT chaperon mod	WRN helicase inh
COc1ccc(NC(=O)CN(C)Cc2c(F)cccc2Cl)cc1S(=O)(=O)N1CCCCC1	-6%	-3	2%	10%	2%	-1.9	-3.2	3%
O=C(O)c1cc(N/N=C2/CC(c3ccccc3)Oc3ccccc32)ccc1Cl (stereo unspecified)	?	-22	5%	23%	21%	0.1	-2.7	?
COc1ccccc1CNC(=O)c1cc(-c2cc(F)ccc2OC)n[nH]1	-1%	-1	12%	16%	-7%	0.8	0.8	8%
CCC(CC)NC(=O)COC(=O)CCC(=O)c1ccc(Cl)cc1	-6%	10	-13%	1%	7%	-3.1	-2.0	7%
COc1cc(/C(C)=N/NC(=O)CSc2nc3ccccc3[nH]2)ccc1O	-3%	?	2%	-15%	-3%	0.4	0.6	-14%
CCCn1c(SCC(=O)N2CCc3ccccc32)n[nH]c1=O	-3%	-9	3%	-3%	-9%	-0.1	0.8	-27%
CCOC(=O)c1ccc(NC(=O)COC)cc1	-4%	0	-1%	1%	14%	-3.5	1.4	4%
C=C(C)COc1ccc(-c2nc(N)nc(C)c2Oc2ccccc2OC)c(O)c1	-8%	19	-7%	0%	-23%	-1.6	0.0	-11%
CCCCCCCCN1[C@@H](CC(=O)OC)c2cc(F)ccc2S1(=O)=O	-6%	4	-27%	-3%	-26%	-0.7	0.0	-8%
NNC(=O)c1[nH]c2ccc(Br)cc2c1-c1ccccc1	-5%	-2	-10%	-4%	-18%	-1.5	0.3	-8%
CSc1ccc(/C=C(\C#N)C(=O)Nc2cccc(C)c2)cc1	-2%	0	5%	-10%	7%	-0.2	1.6	-5%
CC(=O)c1cccc(NC(=O)/C(=C\c2ccco2)NC(=O)c2cccs2)c1	-8%	-3	3%	10%	5%	0.3	-1.4	-4%
CCn1ncc(Br)c1C(=O)Nc1ccccc1C(=O)OC	-1%	0	-2%	6%	1%	-1.0	0.9	-6%
Cc1nnc(SCC(=O)N2CCN(c3ccccc3)CC2)n1-c1ccccc1	-11%	9	10%	0%	16%	0.3	0.5	6%
CN(C)/C=C/C(=O)c1ccc(S(=O)(=O)c2ccccc2)cc1	-6%	7	1%	4%	?	1.0	-3.2	-12%[57.1 µM]
C[C@@H](CSc1ccccc1)CN1CC[C@H](C(C)(C)C)CCC1=O	2%	7	-7%	2%	-17%	2.1	-3.4	-8%
COc1ccc(C(=O)NC(C)CCc2ccccc2)cc1[N+](=O)[O-] (stereo unspecified)	-6%	1	-5%	3%	-10%	1.3	-1.9	-26%
O=C(C[n+]1ccccc1)N/N=C/c1ccc(F)cc1	-18%	4	-5%	7%	-3%	-0.2	-0.2	8%
CCOc1ccc(CN(C)C(=O)CCl)cc1	3%	5	-5%	-2%	-7%	-0.7	-4.9	-7%
O=C(O)c1cccc(NC(=S)N/N=C/c2ccccc2OCc2ccc(Br)cc2)c1	24µM*	-65*	-7%	2%	?	-0.1	-1.5	-4%[11.6 µM]
O=C(CCC(=O)N1CCN(C2CCCCC2)CC1)Nc1nnc(C(F)(F)F)s1	-2%	0	-1%	-84%[inhibitor][15.6 µM]	-8%	-0.7	0.0	9%
CC1=C(C)NC(=S)SC1	27µM*	5	0%	-83%[15.6 µM]	-3%	0.5	0.6	-18%
Cc1c(NC(=O)c2nn(CC(C)C)c(=O)c3ccccc23)c(=O)n(-c2ccccc2)n1C	-6%	-4	11%	1%	-7%	1.2	-2.2	-32%
Nc1nc(CSc2ccccc2)nc(N2CCCCC2)n1	-27%	4	-6%	4%	-24%	-2.9	-2.1	-11%
C=CCc1cc(C)ccc1OCCCC(C(=O)OCC)C(=O)OCC	-28%	5	-3%	6%	-21%	-2.6	-1.4	-5%
COc1ccc(C(=O)NC(NC(=S)Nc2ccc(S(N)(=O)=O)cc2)C(Cl)(Cl)Cl)cc1 (stereo unspecified)	-2%	1	21%	21%	-13%	-3.6	-2.1	-25%
CSc1nnnn1-c1ccc(C)c(Cl)c1	-1%	-6	6%	-4%	22%	-0.4	-0.8	-33%[57.1 µM]
COC(=O)C1=NNC2C(=O)N(c3ccc(C)cc3)C(=O)C12 (stereo unspecified)	-10%	2	8%	6%	-21%	0.6	-2.1	0%
NS(=O)(=O)c1ccc(CCNC(=O)C2CCN(S(=O)(=O)c3ccccc3)CC2)cc1	-10%	-2	3%	10%	-5%	2.9	-1.9	1%
CCN(CC(=O)Nc1ccc(OC)cc1)C(=O)CN1C(=O)NC(C)(c2ccc3ccccc3c2)C1=O (stereo unspecified)	0%	-2	-3%	4%	-13%	-1.3	0.5	-4%
CCOC(=O)C1CCN(C(=O)c2cccnc2Oc2ccc(Cl)cc2)CC1	-9%	1	3%	5%	-5%	0.5	-0.7	-3%
O=C(/C=C/Nc1ccc(F)c(F)c1)c1ccc(Br)cc1	-9%	-15	4%	2%	-2%	0.3	-4.6	0%
COc1cc(NC(=O)Cn2c(=O)n(CC3CCCO3)c(=O)c3cc(OC)c(OC)cc32)cc(OC)c1 (stereo unspecified)	-7%	0	10%	4%	7%	-1.3	-1.4	0%
CSc1sc(C(=O)O)c2c1C(=O)CCC2	0%	-24	2%	-2%	1%	-0.3	1.0	-4%
COc1ccccc1OC(C)C(=O)Nc1ccc(S(=O)(=O)N2CCN(C)CC2)cc1 (stereo unspecified)	0%	-3	11%	2%	8%	-1.0	-0.3	-4%
Cc1ccc(NC(=O)C2CCN(C(=O)N3CCOc4ccccc43)CC2)cc1	1%	5	-5%	4%	12%	-1.3	-0.4	-4%
COc1cccc(CNS(=O)(=O)/C=C/c2ccc3c(c2)OCO3)c1	-4%	-13	6%	11%	-2%	0.0	-2.0	-9%
O=C(C1CC1)N1CCc2cc(Br)cc(S(=O)(=O)NCc3ccccn3)c21	-4%	0	-7%	4%	5%	-4.2	0.7	4%
N#CCCN(Cc1cccnc1)C(=S)NC(=O)c1ccccc1	-2%	2	10%	1%	-5%	-0.9	0.5	-21%
O=C(CSc1nnc(COc2ccc(Cl)cc2)o1)NC1CC2CCC1C2 (stereo unspecified)	?	-7	-10%	2%	8%	1.6	1.0	0%
CCCN(CC(=O)Nc1ccc(F)c(F)c1F)C(=O)Cc1ccc(OC)c(S(=O)(=O)N2CCOCC2)c1	-7%	-5	-9%	1%	-25%	7.0	3.3	5%
C/C(=N/NC(=O)c1ccoc1C)c1cccc(NC(=O)C(F)(F)F)c1	-23%	5	8%	-3%	9%	-0.2	-0.8	-12%
O=C(Nc1ccc(N2CCOCC2)cc1)c1ccc(S(=O)(=O)N2CCCCC2)cc1	-3%	3	-8%	26%	-1%	-0.4	2.0	2%
Cc1c(C(=O)OCC(=O)NCCN2C(=O)CSC2=O)oc2c1ccc1ccccc12	-18%	5	0%	1%	-23%	1.7	-2.2	7%
CC(OC(=O)[C@H](C)NC(=O)c1ccccc1Cl)C(=O)NCc1ccc2c(c1)OCO2 (stereo partly specified)	-6%	0	5%	11%	1%	-4.0	-0.1	-9%
CCN(CC)C(=O)c1cc(-c2ccc(Br)cc2)on1	-1%	·	2%	3%	3%	0.5	-1.0	-5%
COCCC(=O)N1CCC(Oc2ccc(C(=O)NCCCC3CCCC3)cc2)CC1	-1%	10	-9%	-9%	6%	-2.6	-3.1	-21%
CCCCCCCCn1c(=O)c(C(=O)OCC)c(O)c2ccccc21	?	8	-7%	-22%	-20%	0.2	-0.5	-17%

Rewritten with two lines to a compound: part of the list above
Below each compound – PLK1 PBD inh | PI5P4Ka inh | EPAC1 ag | EPAC2 agonist | EPAC1 antag | IL-2 act | CCT chaperon mod | WRN helicase inh
- Cc1ccc(NC(=O)C2CCN(C(=O)N3CCOc4ccccc43)CC2)cc1
→ 1% | 5 | -5% | 4% | 12% | -1.3 | -0.4 | -4%
- COc1cccc(CNS(=O)(=O)/C=C/c2ccc3c(c2)OCO3)c1
→ -4% | -13 | 6% | 11% | -2% | 0.0 | -2.0 | -9%
- O=C(C1CC1)N1CCc2cc(Br)cc(S(=O)(=O)NCc3ccccn3)c21
→ -4% | 0 | -7% | 4% | 5% | -4.2 | 0.7 | 4%
- N#CCCN(Cc1cccnc1)C(=S)NC(=O)c1ccccc1
→ -2% | 2 | 10% | 1% | -5% | -0.9 | 0.5 | -21%
- O=C(CSc1nnc(COc2ccc(Cl)cc2)o1)NC1CC2CCC1C2 (stereo unspecified)
→ ? | -7 | -10% | 2% | 8% | 1.6 | 1.0 | 0%
- CCCN(CC(=O)Nc1ccc(F)c(F)c1F)C(=O)Cc1ccc(OC)c(S(=O)(=O)N2CCOCC2)c1
→ -7% | -5 | -9% | 1% | -25% | 7.0 | 3.3 | 5%
- C/C(=N/NC(=O)c1ccoc1C)c1cccc(NC(=O)C(F)(F)F)c1
→ -23% | 5 | 8% | -3% | 9% | -0.2 | -0.8 | -12%
- O=C(Nc1ccc(N2CCOCC2)cc1)c1ccc(S(=O)(=O)N2CCCCC2)cc1
→ -3% | 3 | -8% | 26% | -1% | -0.4 | 2.0 | 2%
- Cc1c(C(=O)OCC(=O)NCCN2C(=O)CSC2=O)oc2c1ccc1ccccc12
→ -18% | 5 | 0% | 1% | -23% | 1.7 | -2.2 | 7%
- CC(OC(=O)[C@H](C)NC(=O)c1ccccc1Cl)C(=O)NCc1ccc2c(c1)OCO2 (stereo partly specified)
→ -6% | 0 | 5% | 11% | 1% | -4.0 | -0.1 | -9%

Later entries
SMILES	PLK1 PBD inh	PI5P4Ka inh	EPAC1 ag	EPAC2 agonist	EPAC1 antag	IL-2 act	CCT chaperon mod	WRN helicase inh
Cc1ccc(S(=O)(=O)N2[C@@H](c3ccc(Br)cc3)C(C(=O)O)=CC[C@H]2c2cccs2)cc1	-21%	12	0%	-4%	-16%	0.2	-2.3	-1%
Nc1c(NCc2ccccc2)c2ccccc2oc1=O	-7%	·	12%	8%	6%	-3.6	-1.3	-11%
COc1ccc(C(C)=O)cc1Cn1c(C)c(C(=O)NCc2ccc3c(c2)OCO3)sc1=O	-7%	-1	2%	4%	-13%	0.0	-0.1	-7%[57.1 µM]
COc1ccccc1NC(=O)CCn1cccc1	-5%	·	-4%	5%	1%	3.4	-1.1	11%
COCCNC(=O)C1(C)CCCN(C(=O)c2cc(C)on2)C1 (stereo unspecified)	-15%	-1	2%	17%	-11%	-0.3	-3.5	7%
CCOC(=O)N1CCN(C(=O)COc2ccc(Cl)cc2C)CC1	-5%	1	0%	1%	2%	-0.7	-2.5	-1%
Cc1cnccc1CN(C)C(=O)C1CCC(=O)N(Cc2ccccc2F)C1 (stereo unspecified)	4%	0	1%	1%	-26%	-0.3	-3.0	2%
